SENP8 block-1 = inhibitors of human SENP8 protease; purified SENP8, Z-RLRGG-aminoluciferin cleavage, luminescence; inhibition, % at 10 µM; hit rate 1.2% among 330,000; AID 2540; in the data active = inhibition above about 50%
HKDC1 inh = HKDC1 (human) hexokinase inhibition; inhibition, % at 20 µM; AID 493160; hit rate 0.16% among 340,000; Q2TB90; recombinant HKDC1, G6PDH/diaphorase resazurin coupled fluorescence;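 active = inhibition above about 35% when tested at 20 µM, limit read from the data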;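 also: plate controls were DMSO wells with enzyme for no effect and DMSO wells lacking enzyme for full effect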
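Material – in-house recombinant HK5 (HKDC1) enzyme · Quantity – HKDC1 at 5 µg/mL · Buffer or medium – pH 8.0 Tris buffer with 10 mM MgCl2 · Reagent – glucose with 1 mM ATP · Dosing – single 20 µM dose · Times – reaction time 90 min, room temperature, protected from light · Technique – resorufin fluorescence at 613 nm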
PfG6PD inh = PfG6PD (Plasmodium falciparum) enzyme inhibition; AID 504690; hit rate 0.78% among 350,000; inhibition, % at 20 µM; PfGluPho enzyme, NADPH resazurin-diaphorase fluorescence;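 active = inhibition reaching at least a set limit at 20 µM in the primary screen, cut at about 59% in these data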;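 also: 0% = DMSO wells with substrate and 100% = DMSO wells lacking glucose-6-phosphate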
Apaf-1 inh = inhibitors of human Apaf-1 apoptosome | reconstituted apoptosome caspase-3 activity, DEVD-Rh110 fluorescence | hit rate 0.71% among 330,000 | inhibition, % at 20 µM | O14727; active = inhibition of at least 40% at 20 µM;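 also: plate controls were DMSO wells for no effect and DEVD-CHO caspase inhibitor wells for full effect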
Target sequence (O14727 whole entry, looked up): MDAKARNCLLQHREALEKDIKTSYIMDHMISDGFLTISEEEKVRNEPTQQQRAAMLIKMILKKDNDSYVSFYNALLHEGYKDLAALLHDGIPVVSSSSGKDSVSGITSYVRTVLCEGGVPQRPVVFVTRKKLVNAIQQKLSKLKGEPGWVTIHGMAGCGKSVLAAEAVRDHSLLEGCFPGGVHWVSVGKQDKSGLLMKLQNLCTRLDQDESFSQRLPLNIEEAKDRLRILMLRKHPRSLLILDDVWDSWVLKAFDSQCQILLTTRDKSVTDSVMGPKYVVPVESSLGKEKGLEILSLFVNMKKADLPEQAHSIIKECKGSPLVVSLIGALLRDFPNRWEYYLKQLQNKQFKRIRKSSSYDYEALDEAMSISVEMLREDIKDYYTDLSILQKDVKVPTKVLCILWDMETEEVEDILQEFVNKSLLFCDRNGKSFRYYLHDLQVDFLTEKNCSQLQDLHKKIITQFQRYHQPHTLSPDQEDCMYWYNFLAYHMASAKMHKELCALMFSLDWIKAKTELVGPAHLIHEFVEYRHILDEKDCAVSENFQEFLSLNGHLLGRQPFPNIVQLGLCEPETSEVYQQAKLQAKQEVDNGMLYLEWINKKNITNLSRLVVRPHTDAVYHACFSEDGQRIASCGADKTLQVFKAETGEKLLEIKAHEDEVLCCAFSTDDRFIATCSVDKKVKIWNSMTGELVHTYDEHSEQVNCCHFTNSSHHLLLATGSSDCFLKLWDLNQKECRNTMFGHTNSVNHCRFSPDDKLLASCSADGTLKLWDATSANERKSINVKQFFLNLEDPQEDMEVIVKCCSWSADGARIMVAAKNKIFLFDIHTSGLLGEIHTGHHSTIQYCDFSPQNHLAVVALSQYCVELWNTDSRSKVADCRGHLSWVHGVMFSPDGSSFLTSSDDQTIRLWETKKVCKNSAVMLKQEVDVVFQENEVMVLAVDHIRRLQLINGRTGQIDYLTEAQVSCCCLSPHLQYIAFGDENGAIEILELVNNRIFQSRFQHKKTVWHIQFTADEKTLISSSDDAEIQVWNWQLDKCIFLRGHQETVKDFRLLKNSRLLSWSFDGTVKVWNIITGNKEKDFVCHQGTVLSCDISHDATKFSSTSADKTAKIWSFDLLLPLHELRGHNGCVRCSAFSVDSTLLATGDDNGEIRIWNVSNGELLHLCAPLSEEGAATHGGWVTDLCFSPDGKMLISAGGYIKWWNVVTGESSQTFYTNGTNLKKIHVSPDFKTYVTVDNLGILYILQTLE
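System – cell-free apoptosome with Apaf-1, procaspase-3 and caspase-9 · Buffer or medium – pH 7.5 Hepes buffer with CHAPS, BSA, DTT · Also added – cytochrome c with DEVD-Rh110 · Times – 30 min compound preincubation, 50 min activation, room temperature · Technique – Rh110 fluorescence intensity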
SENP7 inh = SENP7 protease inhibition. recombinant SENP7, Z-RLRGG-aminoluciferin luminescence, 40 min. inhibition, % at 5 µM. hit rate 1.5% among 330,000. AID 434973;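 active = inhibition above about 50% at the single test dose, limit read from the data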;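 also: plate controls were DMSO with enzyme for no effect and no enzyme buffer wells for full effect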
SENP6 inh = inhibitors of human SENP6 protease | hit rate 1.8% among 330,000 | Recombinant SENP6 catalytic domain, aminoluciferin luminescence | inhibition, % at 10 µM;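 active = inhibition above about 50% at the single tested dose, limit read from the data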;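 also: plate controls were DMSO wells with enzyme for no effect and DMSO wells lacking enzyme for full effect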
SENP8 block-2 = blocks human SENP8 cleavage of Nedd8 substrate | recombinant SENP8, Nedd8 substrate fluorescence | inhibition, % at 20 µM | hit rate 0.64% among 360,000 | AID 602440; in the data active = inhibition mostly above about 40%, no sharp cut-off; inactive = mostly below about 27%
NLRP3 yeast inh = inhibitors of NALP3 inflammasome in yeast. hit rate 0.39% among 330,000. Yeast reconstituted NLRP3/ASC/caspase-1, beta-gal luminescence, 24 h. AID 2825. inhibition, % at 10 µM;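 active = inhibition of 50% or more; inactive = inhibition below 50%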;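 also: plate controls were induced DMSO wells for no effect and uninduced yeast grown without galactose for full effect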
SENP1 inh = inhibitors of human SENP1 SUMO protease catalytic domain. Q9P0U3. recombinant SENP1 catalytic domain, CyPet-SUMO1-YPet FRET cleavage. inhibition, % at 10 µM. hit rate 0.21% among 360,000. AID 624204;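 active = inhibition at least 30% at 10 µM, raw YFP signal under a set limit, fluorescence ratio 0.5 to 1.5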;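 also: 0% = enzyme with DMSO and 100% = no enzyme wells; some results filed as inactive read as strong as hits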
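Material – human SENP1 catalytic domain · Input – SENP1 enzyme, 20 pM final · Compound dosing – single concentration of 10 µM compound, 0.5% DMSO final · Timing – enzyme reaction for 50 min at room temperature, dark · Measured by – FRET fluorescence in CFP and YFP emission channels · Control set – no-enzyme wells low, DMSO-plus-enzyme wells high control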
* = called active by the depositor.

COC(=O)c1ccc(OC(=O)c2ccc(OC)cc2)c(OC)c1 was read as SENP8 block-1 -6, HKDC1 inh -4, PfG6PD inh 4, Apaf-1 inh -1, SENP7 inh -5, SENP6 inh 3, SENP8 block-2 6, NLRP3 yeast inh 47 and SENP1 inh 3.
Screening S=C(NCc1ccccc1)N1CCN(c2cccc(Cl)c2)CC1 returned SENP8 block-1 2, HKDC1 inh -8, PfG6PD inh 5, Apaf-1 inh 10, SENP7 inh 2, SENP6 inh -3, SENP8 block-2 24, NLRP3 yeast inh 23 and SENP1 inh 0.
For Cc1ccccc1N=Nc1c(C)[nH]n(C(N)=S)c1=O the results were SENP8 block-1 60*, HKDC1 inh -22, PfG6PD inh -4, Apaf-1 inh 6, SENP7 inh 40, SENP6 inh 82*, SENP8 block-2 8, NLRP3 yeast inh 19 and SENP1 inh 4.
Screening Cc1cccc2cncc(OCc3nnc(SC(F)F)n3C)c12 returned SENP8 block-1 4, HKDC1 inh -13, PfG6PD inh 7, Apaf-1 inh 4, SENP7 inh 1, SENP6 inh 10, SENP8 block-2 -16, NLRP3 yeast inh 5 and SENP1 inh 0.
`COC(=O)C1CCN(c2ccc(Cl)nn2)CC1` gave SENP8 block-1 -1, HKDC1 inh 12, PfG6PD inh -14, Apaf-1 inh 1, SENP7 inh -2, SENP6 inh 4, SENP8 block-2 2, NLRP3 yeast inh 5 and SENP1 inh 0.
`COc1ccc(C(=O)Nc2ccc(NC(=O)c3cccs3)cc2)cc1[N+](=O)[O-]` gave SENP8 block-1 -2, HKDC1 inh -6, PfG6PD inh -4, Apaf-1 inh -13, SENP7 inh 6, SENP6 inh -23, SENP8 block-2 21, NLRP3 yeast inh 13 and SENP1 inh 3.
`CCN(CC)CCN(Cc1cc2cc3c(cc2[nH]c1=O)OCO3)C(=S)NCC(C)C` gave SENP8 block-1 -8, HKDC1 inh -3, PfG6PD inh 14, Apaf-1 inh 13, SENP7 inh -4, SENP6 inh 0, SENP8 block-2 -283, NLRP3 yeast inh 17 and SENP1 inh -8.
Cn1c(=O)c2c(SCC(=O)Nc3ccccc3F)nc(-c3ccccc3F)nc2n(C)c1=O was read as SENP8 block-1 -6, HKDC1 inh -11, PfG6PD inh -4, Apaf-1 inh -11, SENP7 inh 13, SENP6 inh -17, SENP8 block-2 -34, NLRP3 yeast inh 10 and SENP1 inh -2.
For CC(C)(C)c1ccc(OCCC(=O)OCC(=O)NCc2ccccc2)cc1 the results were SENP8 block-1 5, HKDC1 inh 2, PfG6PD inh 7, Apaf-1 inh 28, SENP7 inh -6, SENP6 inh 0, SENP8 block-2 7, NLRP3 yeast inh 15 and SENP1 inh -1.
Screening O=C(c1ccc(Cl)cc1)N(Cc1cccs1)C1CCS(=O)(=O)C1 (stereo not given) returned SENP8 block-1 -1, HKDC1 inh 1, PfG6PD inh -14, Apaf-1 inh -1, SENP7 inh 3, SENP6 inh -1, SENP8 block-2 22, NLRP3 yeast inh -13 and SENP1 inh 2.

The list goes on; the last 2 above are carried over.
For CC(C)(C)c1ccc(OCCC(=O)OCC(=O)NCc2ccccc2)cc1 the results were SENP8 block-1 5, HKDC1 inh 2, PfG6PD inh 7, Apaf-1 inh 28, SENP7 inh -6, SENP6 inh 0, SENP8 block-2 7, NLRP3 yeast inh 15 and SENP1 inh -1.
Screening O=C(c1ccc(Cl)cc1)N(Cc1cccs1)C1CCS(=O)(=O)C1 (stereo not given) returned SENP8 block-1 -1, HKDC1 inh 1, PfG6PD inh -14, Apaf-1 inh -1, SENP7 inh 3, SENP6 inh -1, SENP8 block-2 22, NLRP3 yeast inh -13 and SENP1 inh 2.
Cc1cc(C)c2nc(-c3cccnc3)cc(C(=O)NC(C)c3cnn(C)c3C)c2c1 (stereo not given) was read as SENP8 block-1 -2, HKDC1 inh -8, PfG6PD inh 12, Apaf-1 inh -14, SENP7 inh 4, SENP6 inh 10, SENP8 block-2 -410, NLRP3 yeast inh 1 and SENP1 inh 0.
CCCCCCCCCCOC(=O)Cn1c(COc2ccc(C)cc2)[n+](C)c2ccccc21 was read as SENP8 block-1 -29, HKDC1 inh -2, PfG6PD inh 12, Apaf-1 inh 78*, SENP7 inh 4, SENP6 inh -18, SENP8 block-2 17, NLRP3 yeast inh 21 and SENP1 inh 1.
Screening Cc1ccc(CCN2CC(C(=O)NCCC(C)C)CC2=O)cc1 (stereo not given) returned SENP8 block-1 3, HKDC1 inh -2, PfG6PD inh -4, Apaf-1 inh 2, SENP7 inh 0, SENP6 inh 13, SENP8 block-2 0, NLRP3 yeast inh -7 and SENP1 inh -2.
Screening O=c1cc(CCl)[nH]c2nc3ccccc3n12 returned SENP8 block-1 -12, HKDC1 inh 4, PfG6PD inh 22, Apaf-1 inh -3, SENP7 inh -5, SENP6 inh -8, SENP8 block-2 -354, NLRP3 yeast inh -31 and SENP1 inh -1.
Screening O=C(CN1CSCC1=O)N1CCN(S(=O)(=O)c2cccc(F)c2)CC1 returned SENP8 block-1 2, HKDC1 inh -6, PfG6PD inh 1, Apaf-1 inh -2, SENP7 inh 1, SENP6 inh -2, SENP8 block-2 0, NLRP3 yeast inh 5 and SENP1 inh 0.
For CN(Cc1ccccc1)C(=O)COc1ccc(N(C)S(=O)(=O)c2ccc(F)cc2)cc1 the results were SENP8 block-1 -3, HKDC1 inh 12, PfG6PD inh 10, Apaf-1 inh -1, SENP7 inh 1, SENP6 inh -10, SENP8 block-2 4, NLRP3 yeast inh 13 and SENP1 inh 1.
`Cc1noc(C)c1CSc1nnc2scc(-c3ccccc3)n12` gave SENP8 block-1 -11, HKDC1 inh -7, PfG6PD inh -9, Apaf-1 inh -9, SENP7 inh -8, SENP6 inh -17, SENP8 block-2 29, NLRP3 yeast inh 2 and SENP1 inh 3.
For CCOc1ccc(NC(=O)CN2CCN(CC(=O)Nc3ccccc3OC)CC2)cc1 the results were SENP8 block-1 1, HKDC1 inh 3, PfG6PD inh 8, Apaf-1 inh 9, SENP7 inh 4, SENP6 inh -20, SENP8 block-2 23, NLRP3 yeast inh 12 and SENP1 inh 2.
`COc1ccc(N2C3=C(C(=O)CC(C)(C)C3)C(c3cnn(C)c3)C3=C2CC(C)(C)CC3=O)cc1` gave SENP8 block-1 3, HKDC1 inh -3, PfG6PD inh -2, Apaf-1 inh 4, SENP7 inh -9, SENP6 inh -7, SENP8 block-2 -493, NLRP3 yeast inh -12 and SENP1 inh -42.
CC(C)Cn1cnc2c(SCc3ccccc3F)nc(N)nc21 was read as HKDC1 inh -2, PfG6PD inh 18, SENP8 block-2 -2 and SENP1 inh 1.

Reprinted from the part before: 2 compounds, then new ones.
`COc1ccc(N2C3=C(C(=O)CC(C)(C)C3)C(c3cnn(C)c3)C3=C2CC(C)(C)CC3=O)cc1` gave SENP8 block-1 3, HKDC1 inh -3, PfG6PD inh -2, Apaf-1 inh 4, SENP7 inh -9, SENP6 inh -7, SENP8 block-2 -493, NLRP3 yeast inh -12 and SENP1 inh -42.
CC(C)Cn1cnc2c(SCc3ccccc3F)nc(N)nc21 was read as HKDC1 inh -2, PfG6PD inh 18, SENP8 block-2 -2 and SENP1 inh 1.
COc1ccc(CCNC(=O)C(=O)NCC2OCCN2S(=O)(=O)c2ccc(OC)c(OC)c2)cc1OC (stereo not given) was read as SENP8 block-1 11, HKDC1 inh -1, PfG6PD inh 8, Apaf-1 inh -5, SENP7 inh 2, SENP6 inh 13, SENP8 block-2 6, NLRP3 yeast inh 12 and SENP1 inh -1.
Cc1ccc(F)cc1NC(=O)N1CCN(c2ccnc3cc(Cl)ccc23)CC1 was read as SENP8 block-1 1, HKDC1 inh -1, PfG6PD inh 3, Apaf-1 inh 2, SENP7 inh 5, SENP6 inh -7, SENP8 block-2 -31, NLRP3 yeast inh 19 and SENP1 inh 3.
CC(=O)N1CCN(c2ccc(NC(=S)NC(=O)/C=C/c3ccccc3)cc2)CC1 was read as SENP8 block-1 0, Apaf-1 inh -7, SENP7 inh 4, SENP6 inh -7 and NLRP3 yeast inh -3.
For Cc1cc(C)n(CCNC(=O)c2cc(COc3ccc(F)cc3Cl)on2)n1 the results were SENP8 block-1 -9, HKDC1 inh -2, PfG6PD inh -3, Apaf-1 inh -9, SENP7 inh 0, SENP6 inh -22, SENP8 block-2 1, NLRP3 yeast inh 15 and SENP1 inh 2.
`Cc1ccc(-c2nn[nH]n2)cc1` gave SENP8 block-1 -1, HKDC1 inh -2, PfG6PD inh 2, Apaf-1 inh 3, SENP7 inh 5, SENP6 inh 4, SENP8 block-2 3, NLRP3 yeast inh 14 and SENP1 inh 2.
CCOCCCn1c(=NC(C)=O)c(C#N)cc2c(=O)n3cccc(C)c3nc21 was read as SENP8 block-1 -8, HKDC1 inh 8, PfG6PD inh 23, Apaf-1 inh -2, SENP7 inh 8, SENP6 inh -6, SENP8 block-2 -395, NLRP3 yeast inh 11 and SENP1 inh -37.
c1ccc(-c2csc(N3CCSCC3)n2)cc1 was read as SENP8 block-1 -2, HKDC1 inh -3, PfG6PD inh 1, Apaf-1 inh 12, SENP7 inh -9, SENP6 inh -9, SENP8 block-2 12, NLRP3 yeast inh -15 and SENP1 inh -1.
Cc1sc2nc(CSCC(=O)Nc3ccc(Cl)cc3F)[nH]c(=O)c2c1C was read as SENP8 block-1 8, HKDC1 inh 1, PfG6PD inh 12, Apaf-1 inh 4, SENP7 inh -6, SENP6 inh 1, SENP8 block-2 -32, NLRP3 yeast inh 8 and SENP1 inh 17.
Screening O=C(NCCc1ccccc1)C(=O)NCC1OCCCN1S(=O)(=O)c1cccs1 (stereo not given) returned SENP8 block-1 0, HKDC1 inh -1, PfG6PD inh 2, Apaf-1 inh 13, SENP7 inh 6, SENP6 inh -4, SENP8 block-2 -6, NLRP3 yeast inh 3 and SENP1 inh -1.
For O=C(CN(Cc1ccco1)C(=O)CNS(=O)(=O)c1ccc(Cl)cc1)NC1CCCCC1 the results were SENP8 block-1 -7, HKDC1 inh -5, PfG6PD inh -14, Apaf-1 inh 8, SENP7 inh -3, SENP6 inh -10, SENP8 block-2 6, NLRP3 yeast inh 26 and SENP1 inh 2.
Screening N#C/C(=C(/O)COC(=O)c1cccnc1Cl)c1nc2ccccc2[nH]1 returned SENP8 block-1 -2, HKDC1 inh 4, PfG6PD inh 14, Apaf-1 inh -7, SENP7 inh 5, SENP6 inh -10, SENP8 block-2 -40, NLRP3 yeast inh 16 and SENP1 inh -57.
O=C(/C=C1\SC(=O)N(CC(=O)Nc2ccc(F)cc2)C1=O)Nc1ccc(Cl)cc1 was read as SENP8 block-1 12, HKDC1 inh -1, PfG6PD inh 13, Apaf-1 inh 6, SENP7 inh 3, SENP6 inh 23, SENP8 block-2 23, NLRP3 yeast inh 19 and SENP1 inh 10.

Screening data from PubChem BioAssay.
